High-throughput results from PubChem.
HT1080 viability: HT1080 cell viability loss – fluorescence readout (AID 620). 0.42% of 87,000 active. cytotoxicity, % at 10 µM; hits with a dose series show EC50 in µM. HT1080 viability, fluorescence; higher % means a stronger effect; in the data active = cytotoxicity above about 50%;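 also: cells exposed to compound overnight then 4 h with Alamar Blue; 0% = vehicle DMSO and 100% = killing control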
Numbers without * were called inactive. Some of the compounds tested, so the mix of outcomes need not match the whole.

SMILES	HT1080 viability
CCn1nc(C)c(NC(=O)CCSc2nc(-c3ccco3)cc(C(F)(F)F)n2)c1C	-14.7%
COc1ccc2[nH]c(C)cc(=O)c2c1	6.2%
COc1ccc(CCNS(=O)(=O)c2cccc(C)c2)cc1OC	-8.2%
C=CCN(CC=C)C(=O)c1ccccc1NC(=O)c1ccccc1C	-2.3%
Clc1ccccc1-c1nnc(-c2ccccc2Cl)o1	7.5%
O=C1CC(C(=O)N2CCOCC2)C2(CCCCC2)O1 (configuration not stated)	-5.2%
O=C1NCCN1CCNS(=O)(=O)c1ccc(F)cc1	6.1%
CCN1c2ccccc2-c2nc3ccccc3n2C1c1ccco1 (configuration not stated)	6.5%
COC(=O)[C@@H]1C[C@@]2(O)[C@@H](O)[C@@H](O)[C@@H](O)C[C@H]2N1Cc1ccc(N2CCOCC2)cc1	17.2%
COc1ccc(C2(C(=O)N3CCOCC3)CCCC2)cc1	-7.5%
CCOC(=O)c1nnn(-c2nc(OC)nc(N3CCCC3)n2)c1-c1ccccc1	11.1%
Cc1c(CN(C)C)c2c(n1Cc1ccccc1)C(=O)c1ccc(Br)cc1-2	1.9%
COc1ccc(NC(=O)c2ccc(COc3ccccc3OC)o2)cc1OC	-6.3%
Cc1ccc(S(=O)(=O)NC(CC(C)C)C(=O)Nc2nccs2)cc1 (configuration not stated)	-8.8%
CCn1c(SCC(=O)NC(C)C)nnc1-c1cccs1	-9.3%
CCOc1ccc(N2C(=O)C(Cl)=C(Nc3ccccc3O)C2=O)cc1	-0.3%
CC1Oc2ccccc2OC1C(=O)Nc1ccccn1 (configuration not stated)	6.6%
O=C(Cc1cccc2ccccc12)NCC1CCCO1 (configuration not stated)	-7.8%
CN(Cc1ccccc1)C(=O)COc1cc(=O)n(C)c2ccccc12	-6.5%
COc1ccccc1NC(=S)NNC(=O)c1ccccc1	-0.2%

Shown field by field: two of the compounds above.
CCOc1ccc(N2C(=O)C(Cl)=C(Nc3ccccc3O)C2=O)cc1
  HT1080 viability: -0.3%

C=CCN(CC=C)C(=O)c1ccccc1NC(=O)c1ccccc1C
  HT1080 viability: -2.3%

The list goes on.
SMILES	HT1080 viability
O=C(O)c1cc(NCc2ccccc2)ccc1N1CCOCC1	-0.4%
O=C(Nc1ccncc1)c1ccc2c(c1)C(=O)N(C1CCCCC1)C2=O	-6.5%
O=c1oc(-c2cccs2)nc2sc3c(c12)CCCC3	8.5%
CCSc1c(C(=O)NC)ccc2c1C(=O)c1ccccc1C2=O	-20.7%
Cc1ccc(-c2noc(CN3CCOCC3)n2)cc1	-15.4%
CC(C)(C)C(=O)N(Cc1nc2ccccc2c(=O)[nH]1)Cc1cccs1	-18.4%
C=C(C)CSc1nnc2n(N)c(=O)c3ccccc3n12	0.8%
Cn1c(Cc2cccc3ccccc23)nnc1SCC(=O)N1CCN(c2cccc(Cl)c2)CC1	-15.6%
CCCCN1C(=O)NC2NC(=O)NC21 (configuration not stated)	-2.1%
Cc1ccc(-n2cnc3scc(-c4cccs4)c3c2=O)cc1	8.5%
Cc1ccc(CNC(=O)COc2ccc(S(=O)(=O)NC(C)C)cc2)cc1	-0.2%
Cc1cc(=O)[nH]c(SCc2cccc(F)c2)n1	-1.4%
CCOC(=O)c1cnc(SC)nc1Sc1ccc(Cl)cc1Cl	10.7%
CN1CN(C)c2cccc3cccc1c23	-3.5%
COc1ccccc1N1CCN(C(=O)c2oc3cc(C)cc(C)c3c2C)CC1	3.8%
CCOC(=O)C(NC(=O)CC)(Nc1nc2c(s1)CCCC2)C(F)(F)F (configuration not stated)	3.1%
Cc1ccc(-n2ncc3c(=O)n(-c4ccc(C)c(C)c4)c(-c4ccco4)nc32)cc1	-2.1%
COC(=O)C1(Cc2ccccc2)C=C2C(=C(c3ccccc3)C(=O)C2C)CN1 (configuration not stated)	4.4%
N=c1sccn1CC(=O)NCCc1ccc(Cl)cc1Cl	7.4%
Cc1ccc(-n2nc3c(N4CCN(c5ccccc5)CC4)nnc(C)c3c2C)cc1	-15.5%
COC(=O)Cn1cc(C#N)c2ccccc21	5.5%
CSc1ccccc1C(=O)Nc1ccc(C)c(C)c1	18.2%
COc1ccccc1NS(=O)(=O)c1ccc(NC(=O)c2nc3nc(C)cc(C(F)F)n3n2)cc1	-7.1%
O=[N+]([O-])/C(=C\Nc1ccccc1)S(=O)(=O)c1ccccc1	-4.0%
Cc1ccc(S(=O)(=O)NNC(=S)Nc2ccccc2)cc1	10.8%
CCCn1c(=S)[nH]c2cc(C(=O)N3CCc4ccccc43)ccc2c1=O	18.9%
CNC(=O)[C@@]1(C)C=C[C@@H](Cc2ccccc2)N1C(=O)OC	-1.0%
CCCCNC(=S)NNC(=O)c1ccco1	8.2%
CCOC(=O)/C(=C\c1ccc([N+](=O)[O-])o1)NC(=O)c1ccccc1	5.0%
Clc1cccc(CSc2ncn(-c3ccccc3)n2)c1	-14.5%
COc1ccc(Nc2nc(=O)[nH]nc2C)cc1	-11.3%
CCCCCCN(C(=O)CCCCCN1C(=O)NC(c2ccc(Cl)cc2)C(C(=O)OCc2ccccc2)=C1C)C(C(=O)NCCCC)c1ccc(OCC(=O)OC)c(C(=O)OC)c1 (configuration not stated)	-12.0%
COc1ccc(-n2c(=S)[nH]c3ccccc32)cc1	-20.9%
CCN(CCC(=O)O)c1ccccc1	-0.5%
CCCn1c(SCC(=O)NC(C)C23CC4CC(CC(C4)C2)C3)n[nH]c1=O (configuration not stated)	26.9%
Cc1nnc(N2C(=O)C(O)=C(C(=O)c3ccco3)C2c2ccc(C(C)C)cc2)s1 (configuration not stated)	-3.4%
CCOC(=O)C(C)Oc1ccc2c(CC)cc(=O)oc2c1C (configuration not stated)	-4.5%
CCn1ncc(Br)c1C(=O)NC(C)c1ccccc1 (configuration not stated)	9.0%
N#Cc1ccc(C(=O)NCC(c2ccco2)N2CCCC2)cc1 (configuration not stated)	1.3%
Cn1c(=O)c2ncn(CC(=O)NC3CCCCCC3)c2n(C)c1=O	-3.3%
Cc1c(NC(=O)C(C)OC(=O)CNC(=O)c2ccccc2)c(=O)n(-c2ccccc2)n1C (configuration not stated)	11.8%
O=C1C2(c3ccccc3)CN(CCO)CC1(c1ccccc1)CN(CCO)C2	-0.2%
CN1C2C=C3C(C#N)=C(N)C(C#N)(C#N)[C@H](c4c(F)cccc4F)[C@H]3C1CC2 (some centres not stated)	-11.6%
CCCOC(=O)CSc1nc(N)c(C#N)c(-c2ccco2)c1C#N	7.6%
CCCCOc1ccc(N(CC(=O)NCC2CCCO2)C(=O)CCC(=O)Nc2cc(C)ccn2)cc1 (configuration not stated)	-1.4%
CC(=O)NC1=NN(C(C)=O)C(C)(CS(=O)(=O)c2ccc(Cl)cc2)S1 (configuration not stated)	5.4%
O=C(CCc1ccccc1)Nc1ccccc1C(=O)NCc1ccco1	-6.9%
O=C(c1ccccc1)c1nn(-c2ccccc2)c2nnc(Cc3ccccc3)c(=O)n12	-7.5%
CCC(C)[C@H](Nc1nc(-c2ccccc2)nc2c1oc1ccccc12)C(=O)O (some centres not stated)	-18.1%
O=C(Nc1ccccc1N1CCOCC1)C1Cc2ccccc2CN1C(=O)c1ccco1 (configuration not stated)	4.3%
Fc1ccc(N2CCN(Cc3cnc(Oc4ccc(Br)cc4)s3)CC2)cc1	7.8%
Cc1ccc([N+](=O)[O-])cc1-c1[nH]c(-c2ccc(O)c(O)c2)nc1-c1ccccc1	35.5%
CCCCC1CC(/C(C)=N/NC(N)=O)OC1=O (configuration not stated)	-7.5%
CCOC(=O)C1C(=O)NCC1c1ccccc1 (configuration not stated)	-0.2%
CN(C)S(=O)(=O)c1cc(C(=O)O)c(NC2CCCCC2)cc1Cl	-9.8%
CCC(C)(C)C(=O)Nc1ccc(C(N)=O)cc1	6.4%
CC(C)C(=O)Nc1cccc(C(=O)Nc2nnc(C(C)C)s2)c1	8.0%
COC(=O)C1=C(C)NC2=C(C(=O)CC(C)(C)C2)C1c1ccsc1 (configuration not stated)	-15.8%
O=C(NC1CCCC1)C1=COCCO1	3.4%
O=C(O)c1ccoc1CN1CCCCC1	-4.9%
Other entries follow:
SMILES	HT1080 viability
COc1ccc(C(c2nnnn2CS(=O)(=O)c2ccc(C)cc2)N2CCN(Cc3ccccc3)CC2)cc1 (configuration not stated)	-0.9%
COC(=O)COc1ccc2c(-c3ccc(OC)cc3)cc(=O)oc2c1	-4.7%
CC12CC3(C)CC(C)(C1)CC(C(=O)Nc1nn[nH]n1)(C2)C3	-8.1%
CCCn1c(SCC(=O)NC2CCCC(C)C2C)n[nH]c1=O (configuration not stated)	-6.1%
O=C(Cc1cccs1)N(Cc1ccco1)C1(C(=O)NC2CCCCC2)CCCCC1	0.5%
O=C(Nc1ccccc1N1CCCCC1)c1ccc(N2C(=O)c3ccccc3C2=O)cc1	-6.3%
Cc1nn(-c2nc(-c3ccco3)cc(C(F)(F)F)n2)c(C)c1Br	-2.4%
Cc1ccc(SCC(=O)Nc2cc(C)on2)cc1	-19.8%
COc1cc(-c2nc3cnccn3c2Nc2ccc(C)cc2)ccc1O	11.1%
Cn1c(N)c(C(=O)COC(=O)c2ccc(Br)o2)c(=O)n(C)c1=O	-4.5%
Nc1nnc(SCc2ccccc2)n1-c1ccccc1	1.0%
COC(=O)c1ccc(-n2nc(C(F)(F)F)c3c2-c2ccoc2CC3)cc1	-1.0%
O=C(NCc1ccco1)NC1CCCCC1	19.2%
COc1ccc(C(=O)N2CCC(C(=O)O)CC2)cc1	-1.2%
N=c1c2c(-c3ccccc3)c(-c3ccccc3)n(Cc3ccccc3)c2ncn1CCO	26.9%
Clc1ccccc1CSc1nnc(Cn2cnc3ccccc32)n1-c1ccccc1	0.0%
CC(=O)Oc1ccc(C2OC(=O)c3ccccc3N2C(C)=O)cc1 (configuration not stated)	13.7%
CCCCn1c(SCC(=O)NCc2ccco2)nc2c(sc3ccccc32)c1=O	-1.8%
O=C(CC1NCCNC1=O)Nc1ccc2c(c1)OCCO2 (configuration not stated)	3.9%
CNC(=O)c1ccc(-c2ccccc2)s1	2.7%

Overlap with the part before: 3 compounds, then new ones.
SMILES	HT1080 viability
CCCCn1c(SCC(=O)NCc2ccco2)nc2c(sc3ccccc32)c1=O	-1.8%
O=C(CC1NCCNC1=O)Nc1ccc2c(c1)OCCO2 (configuration not stated)	3.9%
CNC(=O)c1ccc(-c2ccccc2)s1	2.7%
CCCOc1cc(C)c(Cl)cc1S(=O)(=O)N(CC)CC	3.2%
Cc1cc(NCCCn2ccnc2)n2nc(C)c(-c3ccccc3)c2n1	-3.2%
NC(=O)C1CCN(C2CC(=O)N(c3ccc(F)c(Cl)c3)C2=O)CC1 (configuration not stated)	-4.3%
CC1CN(C(=O)CCN2C(=O)c3ccccc3C2=O)CC(C)O1 (configuration not stated)	-3.7%
CC(C)c1ccc(OCC(=O)NC(=S)Nc2ccc3c4c(cccc24)CC3)cc1	-1.3%
CCc1ccc(CNC(=O)C2CCCN(c3nc4ccccc4o3)C2)cc1 (configuration not stated)	-3.0%
O=C(Nc1ccccc1C(=O)N1CCNCC1)c1ccco1	8.2%
Cc1ccc(S(=O)(=O)N(CC(=O)N2CCCCCC2)c2ccccc2)cc1	10.8%
CC1(C)CC(=O)C(C(C#Cc2ccccc2)C2=C(O)CC(C)(C)CC2=O)=C(O)C1	-9.7%
CCOc1ccccc1C(=O)n1nc(C)cc1C	0.3%
O=C(Nc1cccc(C(F)(F)F)c1)NC1CCN(S(=O)(=O)c2ccc(F)cc2)CC1	7.2%
COc1ccc(NS(=O)(=O)c2ccc(OCC(=O)N3CCOCC3)cc2)cc1	-2.2%
O=C(Nc1nnc(-c2ccccc2)s1)c1cccc(S(=O)(=O)N2CCOCC2)c1	11.6%
N/C(=N\OC(=O)Cc1ccccc1)c1ccccn1	15.4%
C/C(=C\c1ccccc1)CN1CCN(c2cccc(Cl)c2)CC1	7.6%
O=C(COC(=O)c1cccc(S(=O)(=O)N2CCOCC2)c1)Nc1ncc(C(F)(F)F)cc1Cl	-4.5%
CC1CCCN(C(=O)CSc2nc3ccccc3o2)C1 (configuration not stated)	-7.4%
CCCN(C(=O)Cn1ncc2c(=O)oc3ccccc3c21)c1cccc(C)c1	-2.3%
COc1ccc(N2CCN(C(=O)c3ccncc3)CC2)cc1	-6.5%
O=C(N/N=C/c1ccc([N+](=O)[O-])s1)c1cccc(Br)c1	15.3%
OC1CCN(C(=S)NCCc2ccccc2)CC1	-2.1%
O=c1[nH]c2ccc(Cl)cc2c(-c2ccccc2)c1SC(=S)N1CCCCC1	-12.6%
Cc1ccc(NC(=O)CSc2nnc(-c3cccnc3)n2-c2ccc(C)cc2)cc1	-2.7%
Cc1ccc(S(=O)(=O)NCC2CCC(C(=O)NCCCOC(C)C)CC2)cc1 (configuration not stated)	2.3%
O=C(NC1CC1)c1ccc(F)cc1Cl	-0.7%
O=C(NOC(=O)c1cc(Br)ccc1Cl)c1cccs1	3.5%
Cc1nc2cc(Cl)ccc2n1-c1ccccc1	-9.1%
CC(C)c1cc(NCC2CCCO2)n2c(nc3ccccc32)c1C#N (configuration not stated)	4.4%
CCSc1ncc(C#N)c(N)n1	3.6%
O=C(Nc1cccc(C(=O)N2CCCC2)c1)c1ccccc1Cl	4.5%
CC(=O)OC1COC(n2ccc3cc([N+](=O)[O-])ccc32)C(OC(C)=O)C1OC(C)=O (configuration not stated)	9.2%
C#CCSc1nccc(-c2nn(-c3ccc(C)cc3)ccc2=O)n1	-0.2%
CO/N=C/C(=N\Nc1ccc(C)cc1)C(=O)c1ccc(OC)cc1	53.7%*
CCC(C)(C)n1nnnc1C(c1ccncc1)N1CCC(Cc2ccccc2)CC1 (configuration not stated)	2.8%

Seven structures out of the list, sorted by formula weight, rising.
SMILES	HT1080 viability
CCSc1ncc(C#N)c(N)n1	3.6%
O=C(NC1CC1)c1ccc(F)cc1Cl	-0.7%
Cc1nc2cc(Cl)ccc2n1-c1ccccc1	-9.1%
OC1CCN(C(=S)NCCc2ccccc2)CC1	-2.1%
CO/N=C/C(=N\Nc1ccc(C)cc1)C(=O)c1ccc(OC)cc1	53.7%*
O=C(NOC(=O)c1cc(Br)ccc1Cl)c1cccs1	3.5%
CC(=O)OC1COC(n2ccc3cc([N+](=O)[O-])ccc32)C(OC(C)=O)C1OC(C)=O (configuration not stated)	9.2%
